OXTR agonist: activates the human oxytocin receptor | AID 2435 | 320,000 compounds, 0.32% hits | CHO-OTR cells, Fluo-8 calcium fluorescence; normalized: DMSO 0%, oxytocin 100% | activation, % at 3 µM;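 active = activation above the mean of all tested compounds plus 3 SD, cutoff set per screening run, cut at about 20% in these data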;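 also: peak over basal fluorescence ratio from a 100 s FLIPR kinetic read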
PHOSPHO1 block: inhibitors of human PHOSPHO1 phosphatase; 290,000 compounds, 1.1% hits; inhibition, % at 13.3 µM; recombinant PHOSPHO1, absorbance phosphatase assay; in the data active = inhibition above about 60%
Target sequence (Q8TCT1 whole entry, looked up): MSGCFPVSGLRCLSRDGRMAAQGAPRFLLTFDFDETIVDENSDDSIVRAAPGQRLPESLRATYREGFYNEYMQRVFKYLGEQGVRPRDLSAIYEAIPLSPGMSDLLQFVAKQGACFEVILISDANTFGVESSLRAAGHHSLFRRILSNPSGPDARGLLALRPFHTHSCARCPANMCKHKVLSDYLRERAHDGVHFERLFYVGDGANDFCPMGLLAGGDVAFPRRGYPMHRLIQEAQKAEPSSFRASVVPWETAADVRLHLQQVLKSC
NALP1 yeast inh: inhibitors of NALP1 inflammasome in yeast; S. cerevisiae NALP1/ASC/caspase-1 growth, X-gal OD620, 72 h; inhibition, % at 10 µM; 280,000 compounds, 0.61% hits; AID 2071; in the data active = inhibition mostly above about 24%, no sharp cut-off; inactive = mostly below about 32%; also: some compounds called inactive have numbers as strong as hits
MEKK2wt PB1 HTS: raises or lowers MEK5 binding to wildtype human MEKK2 PB1 domain; Q9Y2U5; bead flow cytometry, Alexa488-MEK5 binding to MEKK2 WT; actives lie on both sides; binding response (% of control), % at 10 µM; 290,000 compounds, 1.1% hits; AID 1531; in the data active = binding response below about 67% or above about 130%
M18AAP inhibitor: blocks P. falciparum M18 aspartyl aminopeptidase; recombinant PfM18AAP, H-Glu-NHMec fluorogenic cleavage; inhibition, % at 7.35 µM; 290,000 compounds, 1.2% hits; AID 1822;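 active = inhibition above the campaign mean inhibition over all tested compounds plus 3 SD, cut at about 28% in these data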;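 also: 0% = plate median of test compound wells and 100% = 2 mM ZnCl2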
GPR7 antagonist: blocks human GPR7 receptor signaling | 290,000 compounds, 1.1% hits | P48145 | AID 1861 | GPR7-expressing cells, fluorescence antagonist assay | inhibition, % at 4.4 µM; in the data active = inhibition above about 16%, passing the limit was not always enough;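 also: cells stimulated with the agonist NPW; 0% = agonist with vehicle and 100% = vehicle without agonist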
MEKK3 PB1 HTS: MEKK3-MEK5 PB1 interaction, increase or decrease; AID 1529; Q99759; binding response (% of control), % at 10 µM; 290,000 compounds, 1.4% hits; bead-based flow cytometry, Alexa488-MEK5 binding to MEKK3; actives lie on both sides; 0 = blocked by unlabeled MEK5, 100 = vehicle;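 active = binding response more than 3 SD above or below the average of its plate-row segment, actives on both sides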;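 also: Alexa488 bead fluorescence after subtracting the streptavidin-only scavenger bead signal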
Target sequence (Q99759 whole entry, looked up): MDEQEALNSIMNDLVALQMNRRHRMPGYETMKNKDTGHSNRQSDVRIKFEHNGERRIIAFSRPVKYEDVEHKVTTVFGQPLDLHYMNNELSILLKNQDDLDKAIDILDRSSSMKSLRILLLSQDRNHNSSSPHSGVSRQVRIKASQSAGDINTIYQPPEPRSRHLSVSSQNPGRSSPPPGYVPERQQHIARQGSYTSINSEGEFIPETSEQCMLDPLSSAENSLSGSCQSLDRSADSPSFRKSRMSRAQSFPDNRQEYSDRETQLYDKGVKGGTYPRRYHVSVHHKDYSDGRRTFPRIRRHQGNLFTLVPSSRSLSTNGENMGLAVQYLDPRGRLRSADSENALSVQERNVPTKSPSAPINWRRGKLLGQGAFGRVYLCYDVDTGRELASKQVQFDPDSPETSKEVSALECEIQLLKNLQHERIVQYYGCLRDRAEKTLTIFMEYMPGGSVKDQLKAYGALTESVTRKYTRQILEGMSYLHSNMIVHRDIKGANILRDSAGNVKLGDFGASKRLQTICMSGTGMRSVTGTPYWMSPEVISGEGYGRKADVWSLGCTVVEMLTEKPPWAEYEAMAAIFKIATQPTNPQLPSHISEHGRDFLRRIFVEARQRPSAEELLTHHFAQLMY
MEKK2mut PB1 HTS: signal of MEK5 binding to mutant human MEKK2 PB1 domain; bead flow cytometry, Alexa488-MEK5 binding to MEKK2 mutant; percent response, % at 10 µM; 290,000 compounds, 0.35% hits; in the data active = percent response above about 24%, passing the limit was not always enough; also: inactives centre near 1; some results filed as inactive read as strong as hits; reference of the scale not given here
FID counter: displaces DNA intercalator in HCV helicase counter-screen | AID 1845 | inhibition, % at 7.9 µM | DNA fluorescent intercalator displacement, fluorescence | 290,000 compounds, 0.17% hits; in the data active = inhibition above about 37%;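 also: 0% = vehicle and 100% = reference compound; higher means more ethidium bromide displaced from hairpin DNA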
* hit, by the source's call; · = no result given.

Start of the data: the first three entries, to show the layout:
SMILES	OXTR agonist	PHOSPHO1 block	NALP1 yeast inh	MEKK2wt PB1 HTS	M18AAP inhibitor	GPR7 antagonist	MEKK3 PB1 HTS	MEKK2mut PB1 HTS	FID counter
CCC(C)N=Cc1c(NCc2ccco2)nc2c(C)cccn2c1=O (configuration not stated)	-1.9	15	-4	105	2	7	107	4	2
CC(C)(O)P(=O)(O)CCc1ccccc1	0.9	12	19	98	2	-12	94	-15	4
CCOC(=O)c1c(C)[nH]c(C(=O)COC(=O)C2CC2C)c1C (configuration not stated)	-0.1	-10	31	101	3	-10	99	-5	-21

Main list, previewed entries included:
SMILES	OXTR agonist	PHOSPHO1 block	NALP1 yeast inh	MEKK2wt PB1 HTS	M18AAP inhibitor	GPR7 antagonist	MEKK3 PB1 HTS	MEKK2mut PB1 HTS	FID counter
CCC(C)N=Cc1c(NCc2ccco2)nc2c(C)cccn2c1=O (configuration not stated)	-1.9	15	-4	105	2	7	107	4	2
CC(C)(O)P(=O)(O)CCc1ccccc1	0.9	12	19	98	2	-12	94	-15	4
CCOC(=O)c1c(C)[nH]c(C(=O)COC(=O)C2CC2C)c1C (configuration not stated)	-0.1	-10	31	101	3	-10	99	-5	-21
COc1ccc(C2CC(c3ccc(OC)cc3OC(C)=O)=NN2C(=O)c2ccccc2)cc1 (configuration not stated)	-1.2	29	17	95	5	-13	107	4	-47
Cc1ccc(NC(=O)C(C)C(=O)Nc2ccc(C)cc2)cc1	-1.2	9	21	100	-2	-10	103	-1	-4
COC(=O)c1cccc(NC(=O)CSc2nc3cccnc3n2C)c1	10	3	1	105	6	7	100	2	-15
CCOc1ccc(-n2c(=S)sc3c(=O)[nH]c(SCC(=O)C(C)(C)C)nc32)cc1	-2.4	-7	11	82	-1	-7	103	-11	-53
O=C(Nc1ccccc1)C1=C[C@H](c2coc3ccccc3c2=O)C[C@H](OCc2ccc(CO)cc2)O1	-1.7	18	4	86	-10	-6	109	3	-30
CCn1c(SCC(=O)N2CCC(C)CC2)nc2c(c1=O)SCC2	-0.7	28	25	112	4	-1	109	10	-31
C=CCn1c(SCC(=O)NNC(=O)Nc2ccc(C)cc2)nnc1-c1ccccc1	-0.7	36	·	101	5	-2	105	5	-30
COc1c(C)cc(C(=O)C2CCCN(C(=O)Cn3ccc(C)n3)C2)cc1C (configuration not stated)	0.0	56	-3	101	-3	-10	117	-4	-13
CC1CCC2(CC1)OCC1(CCC3(COC4(CCC(C)CC4)OC3)C1=O)CO2 (configuration not stated)	-0.6	1	-8	97	-12	-4	92	0	-4
Cc1ccc(-c2cc(C(=O)N3CCN(c4ccc(F)cc4)CC3)c3ccccc3n2)o1	-2.0	22	5	100	-37	15	103	0	-31
CCCCCCNC(=O)C(C#N)c1nc2ccccc2nc1N1CCOCC1 (configuration not stated)	-0.2	8	3	102	-6	-6	104	1	-1
O=C(c1cc(S(=O)(=O)N2CCOCC2)ccc1Cl)N1CCc2ccccc2C1	0.2	29	11	104	-9	5	104	3	-44
COc1ccc(CCNC(=O)CNC(=O)c2ccc3c(c2)OCO3)cc1OC	-0.3	35	16	87	-12	7	85	-15	-9
O=C(CCSc1nnc(-c2ccncc2)o1)Nc1cccc2ccccc12	-0.1	1	-52	106	-14	8	94	3	-18
Cc1ccc(C(=O)NC(C)c2ccc(-n3ccnc3)cc2)c(C)c1 (configuration not stated)	-0.3	47	0	104	-9	4	103	10	-9
Cc1cc(C(=O)NCC23CC4CC(CC(C4)C2)C3)c(C)o1	-2.5	41	1	105	15	-10	105	5	-21
CCOC(=O)NC(CC(=O)O)c1ccc(OCC)cc1 (configuration not stated)	0.7	58	7	93	2	-1	83	-6	-1
N#Cc1ccc(C(=O)Nc2nnc(-c3cccs3)o2)cc1	-0.7	32	-6	98	2	-19	102	3	-6
O=C(Nc1ccc(Cn2nnc3ccccc32)cc1)c1ccco1	5.5	16	12	99	1	19	99	-4	-4
O=C(Nc1ccc(CN2CCOCC2)cc1)c1ccccc1F	1.6	-17	10	96	-1	-10	101	-3	0
CCOc1ccc(S(=O)(=O)NC(C)C(=O)NCc2ccncc2)cc1 (configuration not stated)	0.0	32	-3	99	7	-7	97	4	-4
CNC(=O)c1ccc(NC(=O)Nc2ccccc2)cc1	1.0	56	-6	112	7	2	103	8	-4

Next section.
SMILES	OXTR agonist	PHOSPHO1 block	NALP1 yeast inh	MEKK2wt PB1 HTS	M18AAP inhibitor	GPR7 antagonist	MEKK3 PB1 HTS	MEKK2mut PB1 HTS	FID counter
CCN(CC)c1ccc(NC(=O)c2ccc(=O)[nH]c2)cc1S(=O)(=O)Nc1ccccc1OC	-1.3	17	-11	96	10	-3	97	0	-15
CC(=O)Nc1ccc(S(=O)(=O)Nc2nc(C)nc3sc4c(c23)CCC4)cc1	-0.6	39	·	103	0	-7	102	4	-13
COc1ccc(CNC(=O)C2CCN(C(=O)c3cccc(Cl)c3)CC2)cc1	0.3	31	6	102	2	0	101	6	-24
Clc1ccc(-c2nc3ccccc3nc2-c2ccccc2)cc1	-2.4	7	12	101	-2	-10	96	0	1
CCCc1c(C(=O)N/N=C/c2ccco2)nnn1-c1nonc1N	2.7	40	25	95	3	10	98	-1	-18
O=C(c1cccc(OCc2ccccc2)c1)N1CCOCC1	0.5	42	18	102	-1	-8	103	0	-8
CCCOc1ccc(-c2cnc(N)s2)cc1	-1.0	47	35	101	2	-4	108	4	-2
NS(=O)(=O)c1cccc(NC(=O)COC(=O)Cc2ccc(S(=O)(=O)N3CCCCC3)s2)c1	-0.3	11	10	92	1	-4	105	-4	-13
O=c1c(Cc2ccc(Cl)cc2Cl)c(O)ccn1CC(F)(F)F	0.6	-6	1	104	-3	-3	104	13	-4
O=C(/C=C/Nc1ccc(F)cc1F)c1cccs1	-3.2	-1	23	104	5	-12	102	17	-4
CCC(=O)n1nc(-c2cccnc2)nc1NCc1ccc(OC)cc1	-1.3	-4	12	104	0	1	104	3	-3
COc1ccccc1N1CCN(C(=O)CCn2c(=O)[nH]c3ccsc3c2=O)CC1	-1.4	21	12	112	1	-20	118	8	-14
CCCC[C@@H]1CCCO[C@@](C(=O)NCc2ccc(C)o2)(C(F)(F)F)C1	-1.3	·	·	93	·	·	79	-4	·
CS(=O)(=O)c1ccc(C(=O)Nc2ccc(N3CCCCC3)cc2)c(Cl)c1	2.1	49	14	100	1	14	101	-3	-1
Cc1cccc(-n2ccnc2CN2CCC(CO)(Cc3ccccc3)CC2)c1	1.5	42	·	105	8	-8	103	12	-11
CCOc1ccccc1OCc1nn2c(COc3ccccc3)nnc2s1	-0.8	0	31	99	13	5	101	4	-33
Cc1sc2nc(CSc3ccccc3)nc(N3CCOCC3)c2c1C	-2.2	-11	21	94	-1	-15	92	-3	-13
CCN(CC)CCN(Cc1cc2cc3c(cc2[nH]c1=O)OCCO3)C(=S)NC	0.2	39	2	111	7	-12	106	8	-7
COc1ccc(N2C(=O)CN=C2Nc2nc(C)cc(C)n2)cc1OC	0.0	-3	5	114	-2	-8	105	8	-2
Cn1c2ccccc2n2c(=O)c(=O)n(CC(=O)c3ccc(F)cc3)nc12	0.6	18	6	·	4	-3	·	·	0
Clc1ccccc1CNCC1CCCO1 (configuration not stated)	0.4	30	9	110	3	-13	108	27*	-7
O=C(O)C1CCN(Cc2cnn(-c3ccccc3)c2-n2cccc2)CC1	-0.1	·	·	96	1	-14	98	3	-10
O=C(O)CC(NCc1ccco1)C(=O)OCCCl (configuration not stated)	1.1	9	17	101	-13	-7	101	-3	9
O=C(NCC1CCCO1)c1cc(-c2ccccc2)on1 (configuration not stated)	0.9	3	8	92	2	-2	93	-2	-4
CCOc1ccc(C(=O)c2nc3c(n2O)CCCCC3)cc1	2.7	11	14	107	-2	-6	97	4	-6

Next section.
SMILES	OXTR agonist	PHOSPHO1 block	NALP1 yeast inh	MEKK2wt PB1 HTS	M18AAP inhibitor	GPR7 antagonist	MEKK3 PB1 HTS	MEKK2mut PB1 HTS	FID counter
O=c1cc(N2CCN(Cc3ccccc3)CC2)[nH]c(=O)n1Cc1ccc(F)cc1	1.3	3	5	100	-5	-12	100	-11	-1
N#C/C(=C\c1ccc(F)c(Cl)c1)S(=O)(=O)c1ccccn1	-0.7	15	0	107	3	-10	101	2	-1
COc1cc(OC)c(-n2c(C)cc(C=O)c2C)cc1Cl	-0.3	-2	10	108	3	-3	109	7	-13
COC(=O)C(Cc1ccc(OC(=O)c2ccc(C)cc2)cc1)N1Cc2ccccc2C1=O (configuration not stated)	9.2	-26	19	93	-3	16	102	6	-26
CCc1ccc(CNC(=O)c2nn(C)c3c2CS(=O)(=O)c2ccccc2-3)cc1	0.2	32	1	98	-8	2	96	-7	-23
CC(C)(C)c1ccc(COC(=O)Nc2ccc(F)cc2)cc1	-1.5	1	14	104	4	-7	102	2	-6
CCN(c1ccccc1)S(=O)(=O)c1ccc(C(=O)NCCc2ccc(S(N)(=O)=O)cc2)cc1	0.8	-4	1	98	-2	9	103	0	-28
CCN(CC)CP(=O)(c1ccccc1)c1ccccc1	0.2	-2	10	116	0	-11	111	10	-8
COc1ccc(OCCSCc2nnc(NC(=O)Nc3ccc(Cl)cc3)s2)cc1	1.3	9	20	101	-12	1	101	-2	-2
O=c1cc2ncc(-c3[nH]ncc3[N+](=O)[O-])cn2[nH]1	-0.2	9	·	103	0	-6	101	-10	-12
O=C1CCCc2c1[nH]c1ccc(Br)cc21	-1.4	-5	-4	100	1	2	102	-1	-5
CN(C(=O)Cn1nnc(-c2cccc(C(F)(F)F)c2)n1)C1CCCCC1	-0.1	38	-1	101	-16	-4	101	4	-3
CCOc1ccc(/C(O)=C2/C(=O)C(=O)N(CCOCCO)C2c2ccccn2)cc1 (configuration not stated)	-0.4	7	-12	98	2	3	98	1	-3
COc1ccc(NC(=O)C2=CC(c3ccco3)=NS(=O)(=O)N2C)cc1OC	0.5	18	8	102	1	-6	101	2	-8
Cc1cc(C)c2c(N)c(C(=O)Nc3ccc([N+](=O)[O-])cc3)sc2n1	0.6	16	9	98	-3	1	93	-9	-5
Cc1c(N=Cc2c(O)n(C)c(=O)c3ccccc23)c(=O)n(-c2ccccc2)n1C	0.4	19	13	95	-3	-1	87	2	0
CCn1c(C)c(C)c2cc(C(=O)NCCCN3CCCCC3)ccc21	-0.7	24	26	1.0*	-5	-6	103	31*	10
O=C(NCCOc1ccccc1)c1ncn[nH]1	-0.1	12	6	107	8	-12	107	7	-4
Cc1ccc(-c2nsc3c(N4CCC(C(N)=O)CC4)ncnc23)cc1	0.8	18	-16	·	5	0	·	·	1
N#CC12CCCCC1CC1CCCCC1(C#N)N2CCO (configuration not stated)	0.1	12	8	106	3	-6	105	8	5
Cc1cc(C)c(NC(=O)c2cccc(NC(=O)c3ccco3)c2)c(C)c1	-1.1	19	2	98	4	-10	101	-2	-19
Cc1ccc(CNC(=O)C(Cc2ccccc2)n2cccc2)cc1 (configuration not stated)	-2.5	18	·	99	-14	2	99	2	-17
CCN1C(=O)/C(=C\c2ccncc2)SC1=S	-1.0	-8	·	99	8	-4	97	-8	5
COc1ccc(/C=C2\SC(=S)N(CC(=O)NNC(=O)c3ccncc3)C2=O)cc1	0.3	-20	-10	91	8	-8	97	-13	-1
O=C(CC1CCCCC1)NCc1ccc(Cl)cc1	-2.6	14	25	94	-9	5	94	-1	-14
Cc1ccccc1N(C(=O)Cc1cccs1)C(C(=O)NC1CCCCC1)c1cn(C)nc1C (configuration not stated)	-1.9	-19	10	102	-9	-8	112	-1	-9

Arranged by the number under M18AAP inhibitor (ascending): 4 from the list above
molecule	M18AAP inhibitor
CCOc1ccc(-n2c(=S)sc3c(=O)[nH]c(SCC(=O)C(C)(C)C)nc32)cc1	-1
O=C1CCCc2c1[nH]c1ccc(Br)cc21	1
CCn1c(SCC(=O)N2CCC(C)CC2)nc2c(c1=O)SCC2	4
CCOc1ccccc1OCc1nn2c(COc3ccccc3)nnc2s1	13

Bioassay records (PubChem)
